# Screening data (PubChem)
# ATG4B inhibitor: inhibitors of human ATG4B cysteine protease. Q9Y4P1. ATG4B cleavage of LC3-PLA2, NBD-HPC fluorescence, 1 h. inhibition, % at 8.33 µM. hit rate 0.51% among 340,000; in the data active = inhibition above about 40%
# mIAP act: increases mouse intestinal alkaline phosphatase activity; hit rate 0.24% among 330,000; activation factor at 10 µM; muIAP, CDP-Star luminescence, 30 min; active compounds read high; 1 = vehicle-only enzyme signal, 0 = enzyme-free wells;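 active = activation factor of at least 2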; also: the source names both 10 and 20 µM as test concentration; values of inactives mirror those of a sister screen read the other way
#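 Assay system: mouse IAP enzyme / Compound: DMSO-dissolved test compounds / Timing: 30 min, room temperature / Measured by: luminescence from enzymatic CDP-Star hydrolysis / Control set: DMSO-only wells, enzyme-free buffer wells as negative control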
# A3G deaminase: inhibitors of human APOBEC3G DNA deaminase | Q9HC16 | recombinant A3G, ssDNA deamination FAM/TAMRA fluorescence | AID 493012 | hit rate 0.28% among 330,000 | inhibition, % at 20 µM;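 active = inhibition of at least 40% at 20 µM, with no more than 30% in the related APOBEC3A deaminase screen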;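 also: plate controls were DMSO wells with A3G for no effect and wells lacking A3G enzyme for full effect; some compounds called inactive have numbers as strong as hits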
# Target sequence (Q9HC16 whole entry, looked up): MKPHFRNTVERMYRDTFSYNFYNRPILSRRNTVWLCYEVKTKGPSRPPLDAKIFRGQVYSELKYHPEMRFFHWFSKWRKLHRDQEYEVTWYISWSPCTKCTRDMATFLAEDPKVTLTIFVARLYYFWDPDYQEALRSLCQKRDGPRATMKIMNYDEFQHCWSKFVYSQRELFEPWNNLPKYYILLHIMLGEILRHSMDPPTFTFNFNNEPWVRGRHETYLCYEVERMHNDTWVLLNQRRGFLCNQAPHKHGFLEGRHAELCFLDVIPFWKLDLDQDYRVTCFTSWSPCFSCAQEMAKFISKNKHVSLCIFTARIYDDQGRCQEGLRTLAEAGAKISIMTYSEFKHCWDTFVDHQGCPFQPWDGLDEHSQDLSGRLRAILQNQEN
# hIAP block: human IAP inhibition; P09923; AID 2544; inhibition, % at 10 µM; hit rate 0.12% among 330,000; purified IAP, CDP-Star luminescence, 30 min;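 active = inhibition reaching a set limit with compound at 10 µM in the primary screen, cut at about 35% in these data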;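 also: plate controls were DMSO wells with enzyme for no effect and no-enzyme buffer wells for full effect; values of inactives mirror those of a sister screen read the other way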
# Target sequence (P09923 whole entry, looked up): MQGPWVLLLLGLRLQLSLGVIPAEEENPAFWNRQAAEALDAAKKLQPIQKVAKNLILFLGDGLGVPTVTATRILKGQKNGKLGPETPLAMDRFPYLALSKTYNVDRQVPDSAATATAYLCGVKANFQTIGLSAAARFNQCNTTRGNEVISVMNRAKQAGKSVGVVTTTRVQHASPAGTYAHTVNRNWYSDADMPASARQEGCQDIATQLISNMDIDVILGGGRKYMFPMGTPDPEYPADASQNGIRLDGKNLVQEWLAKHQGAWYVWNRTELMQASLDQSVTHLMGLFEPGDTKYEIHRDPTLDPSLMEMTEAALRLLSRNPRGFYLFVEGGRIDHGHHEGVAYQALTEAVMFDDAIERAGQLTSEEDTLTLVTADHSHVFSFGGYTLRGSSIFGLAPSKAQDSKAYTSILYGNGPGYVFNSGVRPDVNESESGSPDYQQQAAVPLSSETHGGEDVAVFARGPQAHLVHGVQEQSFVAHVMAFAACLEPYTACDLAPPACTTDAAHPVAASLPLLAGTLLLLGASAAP
# mIAP block: mouse IAP inhibition; inhibition, % at 10 µM; hit rate 0.2% among 330,000; purified mouse IAP, CDP-Star luminescence, 30 min;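 active = inhibition of at least 40% at 10 µM in the primary screen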;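 also: plate controls were DMSO with enzyme for no effect and no enzyme wells for full effect; values of inactives mirror those of a sister screen read the other way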
# APOBEC3A inh: blocks human APOBEC3A ssDNA deamination | P31941 | recombinant A3A, FAM/TAMRA ssDNA deamination fluorescence | inhibition, % at 20 µM | hit rate 0.41% among 330,000 | AID 493011;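 active = at least 40% inhibition at 20 µM here, with at most 30% in a related deaminase screen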;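 also: plate controls were A3A with DMSO for no effect and wells lacking A3A enzyme for full effect; some results filed as inactive read as strong as hits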
# Target sequence (P31941 whole entry, looked up): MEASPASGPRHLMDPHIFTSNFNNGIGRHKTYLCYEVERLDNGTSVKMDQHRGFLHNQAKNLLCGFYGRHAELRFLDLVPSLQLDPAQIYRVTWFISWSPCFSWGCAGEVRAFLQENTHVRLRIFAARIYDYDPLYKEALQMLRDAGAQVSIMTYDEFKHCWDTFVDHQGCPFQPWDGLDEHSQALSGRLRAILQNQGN
# MIN6 prolif: MIN6 beta-cell proliferation induction; hit rate 0.29% among 330,000; MIN6 cells proliferation, ATPlite luminescence, 48 h; cells starved in 0.2% serum; 100% = growth in 10% serum; proliferation, % at 10 µM;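 active = compounds whose signal lies at least 3.5 SD above the mean of all wells on their plate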;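 also: 0% = DMSO-treated cells in low-serum medium and 100% = 10% serum control; some compounds called inactive have numbers as strong as hits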
# hIAP act: human IAP activation; AID 2524; P09923; purified human IAP, CDP-Star luminescence, 30 min; active compounds read high; 1 = vehicle-only enzyme, 0 = enzyme-free background; hit rate 0.16% among 330,000; activation factor at 10 µM;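 active = activation factor of the enzyme at least 2-fold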; also: the source names both 10 and 20 µM as test concentration; values of inactives mirror those of a sister screen read the other way
# MPTP block: inhibitors of mitochondrial permeability transition pore. isolated mouse mitochondria, Ca2+ swelling absorbance, 30 min. inhibition, % at 10 µM. hit rate 1.4% among 360,000. AID 602449;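 active = inhibition of 50% or more, scaled per plate between neutral and stimulator controls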;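 also: 0% = DMSO wells given calcium and 100% = 1 mM EGTA wells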
# Numbers without * were called inactive.
SMILES,ATG4B inhibitor,mIAP act,A3G deaminase,hIAP block,mIAP block,APOBEC3A inh,MIN6 prolif,hIAP act,MPTP block
CCC12CN(S(=O)(=O)c3ccc(C)cc3)CC(CC)(CN(S(=O)(=O)c3ccc(C)cc3)C1)C2=O,-5,1,-4,12,-2,-1,-3,0.88,-0.5
COC(=O)c1ccccc1NC(=O)COC(=O)c1ccco1,3,0.97,-2,4,3,0,-4,0.95,1.6
COc1cc(N2Cc3ccccc3C2)ccc1C=O,14,0.98,-2,16,2,2,-4,0.84,1.0
Cc1cc(=O)oc2c(C)c(OC(C)C(=O)NCC3CCC(C(=O)O)CC3)ccc12 (stereo not drawn),-25,0.95,-3,-6,5,-1,0,1.1,-0.3
O=C(N/N=C/c1c[nH]c2ccc(Br)cc12)c1ccn(Cc2ccc(Cl)cc2)n1,0,1.1,-7,-10,-12,-1,-3,1.1,-1.8
O=C(NC1CCCC1)C(c1ccccc1)N(C(=O)c1ccno1)c1ccccc1 (stereo not drawn),-5,1,-4,5,-1,-3,0,0.95,-0.5
O=c1c(Br)c(N2CCCC2)cnn1-c1ccccc1,-5,1.1,-4,4,-6,1,1,0.96,1.0
Clc1cccc(CN2CCC(Cc3ccccc3)CC2)c1,10,0.97,-7,-3,3,-4,-2,1,0.8
O=C(COC(=O)Cc1ccccc1F)Nc1ccc(SC(F)F)cc1,0,1,-2,12,-1,6,2,0.88,7.0
CCN(CC)C(=O)CSc1ncnc2c1cnn2Cc1ccccc1,9,0.93,-6,-31,7,-3,1,1.3,0.1
CCc1ccc(/C([O-])=C(/C(=S)NCCN2CCOCC2)[n+]2ccccc2)cc1,-3,0.85,2,1,15,0,0,0.99,-2.4
Cc1noc(C)c1CSCC(=O)N(C)CC(=O)Nc1ccc(Cl)c(Cl)c1,0,1.1,-9,-18,-9,0,-2,1.2,0.0
CCC(C)c1ccc(NC(=O)C2CCN(c3ccc(C(F)(F)F)cn3)CC2)cc1 (stereo not drawn),7,1.1,-7,0,-13,2,-4,1,5.8
CC(C)(C)OC(=O)C[C@@H]1C/C=C\C[C@H](CC(=O)N[C@H](CO)Cc2ccccc2)C(=O)N[C@H](Cc2ccccc2)COC1=O,-15,1,-2,-4,-2,1,-2,1,-1.0
Cn1c(COc2ccc(F)cc2)nnc1SCC(=O)NC1CC1,2,0.95,15,2,4,0,-3,0.98,-1.3
COc1ccc(C(=O)NCCNC(=O)c2cnccn2)cc1OC,-4,1,-3,0,-2,0,-1,1,0.1
O=C(Nc1ccccn1)c1ccc2ccccc2n1,1,0.78,1,24,22,3,-2,0.76,0.4
C=CCNC(=O)c1cc2c(=O)n3cccc(C)c3nc2s1,-2,1,-1,-1,-4,0,1,1,0.1
O=C(COc1ccc([N+](=O)[O-])cc1)NN=C1CCCC1,20,0.99,-3,-13,1,-3,-2,1.1,-0.6
N#Cc1cc(C(=O)c2ccccc2OCC(=O)Nc2ccccc2)cn(C2CCCCC2)c1=O,3,1,4,-12,-1,1,-2,1.1,2.4
O=C(Cn1cnc2c(cnn2-c2ccccc2)c1=O)NCCc1ccccc1,3,1.1,-3,-3,-7,2,-6,1,11
CS(=O)(=O)N(CC(=O)Nc1cc(Cl)ccc1Cl)c1ccccc1Cl,0,1,-8,8,-4,-4,-2,0.92,1.5
O=c1cc(-c2ccccc2)nc(N2CCCCC2)[nH]1,-8,0.99,-1,-4,1,-2,0,1,-0.1
COc1cccc(C(=O)Nc2cccc(SC)c2)c1,-6,1,-11,-11,-2,-4,-2,1.1,1.6
Cc1ccc(S(=O)(=O)NNC(=O)C2Cc3c(ccc4ccccc34)O2)cc1 (stereo not drawn),-12,0.99,-2,-6,1,1,0,1.1,20
O=S(=O)(c1ccc(SCCOc2ccccc2)nc1)N1CCCC1,2,0.94,-9,14,6,-3,-5,0.86,-0.8
COC(=O)c1ccc(NC(=O)CSc2nnc(-c3cccnc3)o2)cc1,-2,0.89,-12,8,11,-4,-1,0.92,-3.3
CC(C)C(c1nnnn1C1CCCCC1)N1CCN(c2ncccn2)CC1 (stereo not drawn),-4,0.96,3,17,4,2,-2,0.83,0.2
COc1cc(/C=C/C(=O)OCC(=O)N2c3ccccc3NC(=O)C2(C)C)cc(OC)c1OC,-6,0.92,-5,6,8,0,-2,0.94,-3.1
CCCCc1c(C)[nH]c(C(=O)OCC)c1C,13,0.94,-5,8,6,-1,4,0.92,16
CCC/C=C1/CCCOC(C(=O)NCc2ccccc2)(C(F)(F)F)C1 (stereo not drawn),4,1.1,-4,-1,-14,1,-3,1,-1.0
COCn1c(COc2ccc3ccccc3c2)nc2ccccc21,-6,1,-4,13,-3,0,-3,0.87,-0.6
O=C(O)c1cccc(Cn2c(Cl)c(/C=N/NC(=O)c3cccc(O)c3)sc2=O)c1,-7,0.91,-1,-2,10,4,1,1,-3.3
COc1cccc(OCC(=O)Nc2ccccc2C(=O)Nc2ccc(C(=O)O)cc2)c1,11,1,-4,-16,-5,-5,-2,1.2,-0.5
Cc1cc(NC(=O)c2cccs2)cc(-c2nc3ncccc3o2)c1O,-2,0.94,-4,-39,6,0,-4,1.4,1.2
c1csc(-c2nc(-c3ccc(-c4ccon4)s3)no2)c1,-5,1,-9,3,-2,-5,-1,0.97,2.7
O=C(CN(Cc1ccccc1F)C(=O)Cn1nnc(-c2cccs2)n1)NCC1CCCO1 (stereo not drawn),-11,1,-2,2,-3,1,-4,0.98,-1.3
O=S(=O)(NCC1(N2CCOCC2)CCCCC1)c1ccc(F)cc1,-10,0.98,-7,-18,2,-3,2,1.2,-0.4
CCCCNC(=O)COC(=O)c1cc(C)oc1C,3,1.1,-4,-11,-9,-5,-2,1.1,1.3
C=CCOc1c(Br)cc(CNn2c(C)n[nH]c2=S)cc1OCC,-1,1,14,7,-1,0,2,0.93,0.3
CC1CCCCN1C(=O)CSc1nnc(-c2cccnc2)o1 (stereo not drawn),-4,1.1,-5,7,-5,0,-3,0.93,0.2
COCCn1c(COc2cccc(OC)c2)nnc1SCC(=O)N1CCOCC1,-13,0.96,-5,-16,4,0,2,1.2,0.1
O=C(NCCc1ccccc1)c1ccc2c(c1)OCCO2,6,0.99,-8,-2,0,0,-7,1,-1.3
COc1ccc(/C=C/C(=O)Oc2cc(C)[nH]c(=O)c2[N+](=O)[O-])cc1OC,0,0.96,-2,-4,4,1,2,1,-0.4
CC(=O)N(CCN(C(C)=O)c1ccccc1)c1ccccc1,-5,1.1,3,1,-5,1,-1,0.99,0.3
Clc1ccccc1-c1nnc2sc(-c3ccc(Br)o3)nn12,-15,1,-7,12,-2,-2,-2,0.88,0.5
COc1ccc(CNc2ncnc3c2[nH]c2ccccc23)cc1,47*,3.1*,2,-64,-206,2,-4,1.6,91*
O=C(Nc1cc(Cl)cc(Cl)c1)c1ccc(Cn2c(=O)[nH]c3ccsc3c2=O)cc1,-8,0.89,2,-2,12,1,-6,1,0.8
CC1CCCN(C(=O)COC(=O)c2cc([N+](=O)[O-])ccc2N2CCOCC2)C1 (stereo not drawn),-7,1,-3,6,-1,2,2,0.94,-1.6
Cc1onc(-c2c(F)cccc2Cl)c1C(=O)Nc1ccccc1N1CCOCC1,-10,1.1,-6,18,-10,-5,-4,0.82,0.4
CC(c1ccccc1)c1nnc(N)s1 (stereo not drawn),1,0.97,-20,5,2,-6,-3,0.95,0.0
COC(=O)CCC(=O)OC1(C)C(=O)C=C2C=C(C3CC3)N(c3ccccc3)C=C2C1=O (stereo not drawn),-1,1.1,-1,2,-5,3,-5,0.97,1.4
Cc1cc(C)cc(NC(=O)CCOc2ccccc2)c1,-5,1,-8,6,-5,-4,-4,0.94,0.4
Cc1ccc(C(=O)N/C(=C/c2ccc(Cl)cc2)C(=O)NCC2CCCO2)cc1 (stereo not drawn),-9,1,-13,2,-4,-2,-4,0.98,0.8
Cc1ccc(/C=C/C(=O)O)cc1S(=O)(=O)N1CCC(Cc2ccccc2)CC1,3,0.91,-6,1,9,1,-4,0.99,-1.0
CCOC(=O)c1c(C)[nH]c(C(=O)COC(=O)COc2ccccc2C)c1C,-16,1,-2,-12,-3,-2,-2,1.1,-0.5
O=C(CCn1c(=O)[nH]c2ccccc2c1=O)Nc1ccccc1,-8,0.96,-6,12,4,-2,-4,0.88,-0.9
COc1ccccc1NC(=O)N1CCN(c2cccc(C(F)(F)F)c2)CC1,-1,0.99,-2,1,1,2,-4,0.99,4.8
O=C(C[C@H]1C/C=C\CCCCC(=O)OC[C@H]2CCCN2C1=O)N[C@H](CO)Cc1ccccc1,-6,0.91,-7,-1,9,-4,0,1,0.3
COc1ccc(CCNC(=O)C(=O)NCc2ccc(C(C)C)cc2)cc1OC,-6,1.1,-7,12,-6,-2,0,0.88,4.2

# Some of these compounds in order of formula weight, lowest first:
SMILES,ATG4B inhibitor,mIAP act,A3G deaminase,hIAP block,mIAP block,APOBEC3A inh,MIN6 prolif,hIAP act,MPTP block
CC(c1ccccc1)c1nnc(N)s1 (stereo not drawn),1,0.97,-20,5,2,-6,-3,0.95,0.0
CCOC(=O)c1c(C)[nH]c(C(=O)COC(=O)COc2ccccc2C)c1C,-16,1,-2,-12,-3,-2,-2,1.1,-0.5
COc1ccccc1NC(=O)N1CCN(c2cccc(C(F)(F)F)c2)CC1,-1,0.99,-2,1,1,2,-4,0.99,4.8
COc1ccc(CCNC(=O)C(=O)NCc2ccc(C(C)C)cc2)cc1OC,-6,1.1,-7,12,-6,-2,0,0.88,4.2
Cc1onc(-c2c(F)cccc2Cl)c1C(=O)Nc1ccccc1N1CCOCC1,-10,1.1,-6,18,-10,-5,-4,0.82,0.4
O=C(C[C@H]1C/C=C\CCCCC(=O)OC[C@H]2CCCN2C1=O)N[C@H](CO)Cc1ccccc1,-6,0.91,-7,-1,9,-4,0,1,0.3

# (more compounds)
SMILES,ATG4B inhibitor,mIAP act,A3G deaminase,hIAP block,mIAP block,APOBEC3A inh,MIN6 prolif,hIAP act,MPTP block
Cc1nc(SCC(=O)N2CCCc3ccccc32)c2oc3ccccc3c2n1,26,0.94,-7,-14,6,-5,3,1.1,1.8
O=C(NCCN1CCOCC1)/C(=C\c1ccccc1Cl)NC(=O)c1ccccc1,3,1,-6,-17,-4,-5,0,1.2,-1.0
Cc1cc(C)c2c(N=NN3CCCCC3)[nH]nc2n1,-2,0.96,-2,-37,4,-2,-2,1.4,-0.3
CC1CN(C(=S)SCC(=O)c2ccccc2)CC(C)O1 (stereo not drawn),10,0.98,-5,12,2,-5,-4,0.88,0.1
CC1=CC(C)(C)Nc2ccc(OC(=O)C(Cc3ccccc3)N3C(=O)C4CCCCC4C3=O)cc21 (stereo not drawn),-9,0.91,0,-4,9,-1,-5,1,-0.9
NS(=O)(=O)c1ccc(CCNC(=O)c2ccc(Cl)cc2[N+](=O)[O-])cc1,-9,1,-2,-5,-4,2,1,1.1,-0.8
N#Cc1cc(C(=O)c2ccccc2O)cn(-c2ccc(Cl)cc2)c1=O,4,0.99,-10,4,1,-4,-1,0.96,-0.7
CCCc1nc2c(=O)n(C)c(=O)[nH]c2n1C,-7,0.91,-6,5,9,-5,0,0.95,-2.8
Cc1ccc(C(=O)C(C)N2C(=O)NC(C)(c3ccccc3)C2=O)cc1 (stereo not drawn),11,0.95,-7,11,5,-1,-4,0.89,-1.9
Nc1nc(NCCOCCO)nc(NCC2CCCO2)c1[N+](=O)[O-] (stereo not drawn),2,0.9,-11,-18,10,-5,-2,1.2,1.9
Cc1ccc(OCC(O)CN2CCN(CC(O)COc3ccc(C)cc3)CC2)cc1 (stereo not drawn),2,0.98,-8,2,2,-4,-3,0.97,-3.9
Cc1ccc(NC2=C(Cl)C(=O)OC2OC(=O)c2ccccc2)c(C)c1 (stereo not drawn),-4,1,-6,12,-1,-3,-5,0.89,-1.2
